LMPTP block = LMPTP phosphatase inhibitors, primary screen, biochemical, fluorescence intensity, uHTS | Low molecular weight phosphotyrosine protein phosphatase (Homo sapiens), P24666 | recombinant LMPTP-A, OMFP fluorogenic substrate | inhibition, % at 20 µM | 360,000 compounds, 0.22% hits | AID 651560, 2012;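 active means compounds that cut the enzyme signal by at least half of the control window in the single-dose screen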;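 further: plate controls were DMSO wells with enzyme plus substrate for no effect and substrate without enzyme for full effect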
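material = LMPTP-A | quantity = 0.625 nM enzyme | reagent = OMFP substrate, 400 µM final | buffer or medium = Bis-Tris pH 6.0, DTT, detergent | detection = endpoint fluorescence intensity from OMFP dephosphorylation | dosing = single 20 µM dose | read-out basis = % inhibition relative to no-enzyme and uninhibited control wells | control set = no-enzyme and uninhibited controls | timing = 50 min at room temperature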
MLLE-PAM2 inh = inhibitors of PABP1 MLLE–PAM2 peptide binding, primary screen, biochemical, fluorescence polarization, FITC-PAM2, GST-MLLE; Polyadenylate-binding protein 1 (Homo sapiens), P11940; inhibition, % at 20 µM; 360,000 compounds, 0.36% hits; AID 588489, 2011; in the data active means inhibition above about 35%, passing the limit was not always enough;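 further: plate controls were DMSO wells with GST-MLLE for no effect and wells lacking GST-MLLE protein for full effect; some results filed as inactive read as strong as hits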
DNMT1 inh = human DNMT1 methyltransferase inhibitors, primary screen, biochemical, molecular beacon, fluorescence, HinP1I cleavage, uHTS; DNA (cytosine-5)-methyltransferase 1 (Homo sapiens), P26358; inhibition (reported as % activation of signal), % at 10 µM; 360,000 compounds, 0.83% hits; in the data active means inhibition above about 50%
NadD block = inhibitors of S. aureus NadD, primary screen, biochemical, colorimetric, uHTS. Nicotinate-nucleotide adenylyltransferase NadD (Staphylococcus aureus N315). purified NadD enzyme, colorimetric absorbance read-out. inhibition, % at 20 µM. 360,000 compounds, 0.78% hits. AID 602399, 2012; in the data active means inhibition above about 26%; further: some compounds past the cut are filed as inactive
STEP inh = STEP phosphatase inhibitors, primary screen, biochemical, fluorescence intensity, uHTS | recombinant STEP, OMFP fluorogenic substrate | 360,000 compounds, 0.25% hits | inhibition, % at 20 µM | AID 588621, 2011;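 active means inhibition at 20 µM, scaled per plate between control wells, above about 37%, limit read from the data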;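 further: 0% = DMSO with enzyme and substrate and 100% = substrate only without enzyme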
Target sequence (P54829 whole entry, looked up): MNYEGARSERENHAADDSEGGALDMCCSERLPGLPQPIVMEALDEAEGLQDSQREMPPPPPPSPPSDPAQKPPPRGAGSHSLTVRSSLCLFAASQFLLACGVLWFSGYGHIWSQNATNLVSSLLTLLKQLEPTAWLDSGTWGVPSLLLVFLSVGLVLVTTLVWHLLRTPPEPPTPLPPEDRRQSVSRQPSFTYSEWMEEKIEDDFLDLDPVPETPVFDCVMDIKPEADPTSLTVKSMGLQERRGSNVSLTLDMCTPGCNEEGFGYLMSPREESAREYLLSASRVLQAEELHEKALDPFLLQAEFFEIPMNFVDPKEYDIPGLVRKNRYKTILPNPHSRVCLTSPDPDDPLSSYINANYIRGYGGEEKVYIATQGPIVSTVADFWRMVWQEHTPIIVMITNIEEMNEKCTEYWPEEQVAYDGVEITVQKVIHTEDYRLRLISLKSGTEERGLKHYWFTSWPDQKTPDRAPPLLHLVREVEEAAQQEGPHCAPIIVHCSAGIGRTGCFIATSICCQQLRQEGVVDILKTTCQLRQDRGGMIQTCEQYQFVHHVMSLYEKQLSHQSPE
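Measure: Control-normalized % inhibition with plate pattern correction | Test system: STEP phosphatase, cell-free reaction | Medium: pH 6.0 Bis-Tris with DTT and Tween 20 | Technique: Fluorescence, 480/540 nm | Times: Reaction 20 min, ambient temperature | Doses: Single compound dose of 20 µM, 1% DMSO final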
TbMetRS inhib = T. brucei MetRS inhibitors, primary screen, biochemical, luminescence | methionyl-tRNA synthetase (Trypanosoma brucei brucei) | purified T. brucei MetRS, ATP depletion, Kinase-Glo luminescence | inhibition, % at 11.9 µM | 360,000 compounds, 0.4% hits;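 active means inhibition above a per-plate cutoff of the control wells' mean inhibition plus 3 SD, cut at about 5.5% in these data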;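 further: 0% = DMSO wells median and 100% = median of wells with control inhibitor compound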
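Test system – parasite MetRS enzyme · Reagent – substrates ATP, L-methionine and bulk Escherichia coli tRNA · Doses – 11.9 µM compound single dose, 0.9% DMSO · Times – 15 min enzyme-compound preincubation, 2 h reaction, 10 min detection, 25 °C · Signal – Kinase-Glo luminescence, ATP depletion format · Controls – DMSO-only wells as low control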
CSN inh = inhibitors of CSN-mediated cullin deneddylation, primary screen, biochemical, fluorescence polarization, uHTS | 360,000 compounds, 0.38% hits | inhibition, % at 12.5 µM | Purified CSN, SCF-Nedd8-OG deneddylation;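 active means pattern-corrected inhibition above about 35%, with an unprinted fluorescence ratio check between 0.5 and 1.5, limit read from the data, passing the limit was not always enough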;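 further: 0% = enzyme with substrate and 100% = substrate without enzyme; some results filed as inactive read as strong as hits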
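Detection – fluorescence polarization · System – HEK293T-derived human Csn5 enzyme · Controls – substrate-only high control, full reaction low control · Timing – 90 min, room temperature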
Rpn11 block = Rpn11 (PSMD14) deubiquitinase inhibitors, primary screen, biochemical, fluorescence polarization, uHTS. 360,000 compounds, 0.59% hits. human 26S proteasome, Ub4-pepOG fluorescence polarization; 20S core pre-blocked with epoxomicin. 26S proteasome non-ATPase regulatory subunit 14 (Homo sapiens), O00487. calls only at 20 µM;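 active means inhibition at 20 µM, scaled to each plate's controls, above about 33%, limit read from the data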
Target sequence (O00487 whole entry, looked up): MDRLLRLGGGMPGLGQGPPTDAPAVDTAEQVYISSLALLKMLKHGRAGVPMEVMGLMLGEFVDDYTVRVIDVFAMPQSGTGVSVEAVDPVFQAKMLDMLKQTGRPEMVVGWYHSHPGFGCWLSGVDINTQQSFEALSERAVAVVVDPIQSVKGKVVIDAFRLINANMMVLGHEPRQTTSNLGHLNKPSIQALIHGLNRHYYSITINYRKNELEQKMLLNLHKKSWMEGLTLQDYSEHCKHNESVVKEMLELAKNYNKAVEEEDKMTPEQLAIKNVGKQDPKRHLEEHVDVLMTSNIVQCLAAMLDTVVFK
SUMO1 PPI mod = modulators of SUMO1 protein-protein interactions, primary screen, biochemical, uHTS. Small ubiquitin-related modifier 1 (Homo sapiens), P63165. SUMO1 binding to a labelled peptide, TR-FRET, 1 h. inhibition, % at 20 µM. 360,000 compounds, 0.33% hits; in the data active means inhibition above about 37%
Scp-1 inhibitor = Scp-1 phosphatase inhibitors, primary screen, biochemical, colorimetric, uHTS. Carboxy-terminal domain RNA polymerase II polypeptide A small phosphatase 1 (Homo …. Recombinant Scp1, phosphopeptide, malachite green phosphate absorbance. inhibition, % at 20 µM. 340,000 compounds, 0.88% hits;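 active means inhibition above about 50% at 20 µM, limit read from the data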;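 further: plate controls were DMSO wells with enzyme for no effect and wells lacking enzyme for full effect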
Target sequence (Q9GZU7 76-261 limits assumed): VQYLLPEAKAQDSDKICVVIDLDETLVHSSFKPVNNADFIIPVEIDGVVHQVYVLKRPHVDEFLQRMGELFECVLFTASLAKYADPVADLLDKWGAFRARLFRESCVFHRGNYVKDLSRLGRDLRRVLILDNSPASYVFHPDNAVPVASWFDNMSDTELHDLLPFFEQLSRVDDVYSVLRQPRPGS
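Test system – truncated SCP-1 phosphatase (76-261aa) · Reagent – Phosphorylated 17-residue peptide substrate · Incubation – 45 min room-temperature reaction, 5 min colour, 30 min stabiliser · Detection – colorimetric phosphate reagent with accelerator and stabiliser, absorbance at 630 nm · Measure – % inhibition at 20 µM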
* hit, by the source's call; i = inactive; . = not tested or not shown; + = active, no number. Compounds as they come. About 3.6% of those tested had a hit in this group.

SMILES	LMPTP block	MLLE-PAM2 inh	DNMT1 inh	NadD block	STEP inh	TbMetRS inhib	CSN inh	Rpn11 block	SUMO1 PPI mod	Scp-1 inhibitor
COCC(=O)N1C[C@@H](C)[C@@H](OC)CN(C)C(=O)c2ccc(NC(=O)c3cnccn3)cc2OC[C@H]1C	-1.9	.	.	.	.	-0.9	0	.	6	.
Cc1cc(C)c(C)c(OCC(=O)NCCN(C)C)c1	-2.3	16	-1	3	-6	-1.1	-1	i	0	11
CC1CN(C(=O)c2nn(C)cc2[N+](=O)[O-])CC(C)O1 (stereo not drawn)	-3.8	1	2	-4	1	-1.3	0	i	-2	-9
O=C(NCCOc1ccccc1F)C1CC(=O)N(Cc2ccccc2)C1 (stereo not drawn)	-1.3	-16	1	0	-3	-0.1	-2	i	-2	5
O=C(NC1CCCCC1)C(c1cccs1)N(Cc1cccs1)C(=O)c1ccco1 (stereo not drawn)	0.2	-12	-1	-6	-1	-0.7	2	i	1	-8
CC1(C)CC(=O)C2=C(C1)NC(=S)C(C#N)C21CCCCC1 (stereo not drawn)	6.8	8	-12	26	6	0.9	2	i	4	-14
COc1ccc(Cn2nnnc2CN(Cc2cc3ccc(C)cc3[nH]c2=O)C2CCCC2)cc1	1.2	-11	-4	2	4	-1.0	0	i	-4	1
O=c1cc(N2CCCCC2)c(-c2ccccc2)nn1Cc1ccccc1Cl	9.1	6	-4	-1	2	-1.3	-3	i	-1	-1
O=C(O)c1nc2nc(Cl)c(Cl)nc2[nH]1	-0.2	-2	-1	-5	-3	-0.7	-1	i	-4	-11
COc1ccccc1C1=NN(C2=NN=C(N)Cc3ncnn32)C(O)(C(F)(F)F)C1 (stereo not drawn)	-1.7	4	4	-8	-2	-0.9	-3	i	6	-1
O=C(CSc1n[nH]c(=O)[nH]c1=O)c1ccccc1[N+](=O)[O-]	-2.5	12	-6	-7	0	-0.8	-1	i	-30	-5
Cc1cc(C(=O)Nc2ccc(N3CCOCC3)cc2)c2ccccc2n1	-1.5	-14	-11	8	-3	-0.6	0	i	-5	0
COc1ccc(/C=C/C(=O)OCC(=O)NC2CCCC2)cc1	-0.9	-20	5	-2	0	0.2	4	i	-10	-6
CCOC(=O)c1c(CS(=O)(=O)c2ccccc2)n(C)c2cc(Br)c(O)c(CN(C)C)c12	2.3	-4	-5	5	1	0.0	5	i	1	0
Cc1cccc(C)c1NC(=O)C1(C)CSCC(=O)N1Cc1cccc(C(F)(F)F)c1 (stereo not drawn)	-0.4	.	.	.	.	0.2	2	.	4	.
Nc1nc2c3ccccc3nc(Cc3ccccc3)n2n1	0.3	0	1	2	1	-0.5	3	i	5	-4
CCN=C(Nc1ccc2c(c1)OCO2)SC1CC(=O)N(c2ccc(OC)cc2)C1=O (stereo not drawn)	0.8	18	-5	-7	-1	-0.6	-2	i	0	0
CN(C)c1ccc(-c2ccnc3c2CC(C)(C(=O)NCCc2ccccc2)O3)cc1 (stereo not drawn)	0.8	12	-1	-10	1	-0.1	0	i	-1	.
O=C(Nc1cccc([N+](=O)[O-])c1)Nc1cccc([N+](=O)[O-])c1	10	9	6	4	3	1.9	0	i	-12	69*
O=C(CCCCCn1c(=S)[nH]c2cc3c(cc2c1=O)OCO3)N1CCN(Cc2ccccc2)CC1	1.4	-53	13	13	-3	0.5	0	i	-3	-8
Cc1cccc(C)c1NC(=O)C(c1ccccc1F)n1c(=O)c(-c2cc3ccccc3[nH]2)nc2ccccc21 (stereo not drawn)	3.1	.	.	.	.	-0.4	2	.	4	.
O=C(NCc1ccccc1)c1ccc2c(=O)n3c(nc2c1)CCCCC3	-0.4	6	-4	-4	1	-0.3	0	i	3	-5
CCC(C)[C@H](NC(=O)Nc1ccc(C(C)=O)cc1)C(=O)OC (stereo partly drawn)	-1.7	9	0	-7	4	-0.3	1	i	0	0
Cc1ccc(S(=O)(=O)N(C)C)cc1NC(=O)C(C)N(C)CCOc1ccc(Cl)cc1 (stereo not drawn)	2.3	-1	-3	4	2	-0.6	1	i	-3	-5
COc1ccc(-c2oc3ccccc3c(=O)c2OCC(=O)O)cc1	1.6	8	-1	-2	0	-1.6	-11	i	-8	7

Entries shown so far that contain fluorine (four):
SMILES	LMPTP block	MLLE-PAM2 inh	DNMT1 inh	NadD block	STEP inh	TbMetRS inhib	CSN inh	Rpn11 block	SUMO1 PPI mod	Scp-1 inhibitor
O=C(NCCOc1ccccc1F)C1CC(=O)N(Cc2ccccc2)C1 (stereo not drawn)	-1.3	-16	1	0	-3	-0.1	-2	i	-2	5
COc1ccccc1C1=NN(C2=NN=C(N)Cc3ncnn32)C(O)(C(F)(F)F)C1 (stereo not drawn)	-1.7	4	4	-8	-2	-0.9	-3	i	6	-1
Cc1cccc(C)c1NC(=O)C1(C)CSCC(=O)N1Cc1cccc(C(F)(F)F)c1 (stereo not drawn)	-0.4	.	.	.	.	0.2	2	.	4	.
Cc1cccc(C)c1NC(=O)C(c1ccccc1F)n1c(=O)c(-c2cc3ccccc3[nH]2)nc2ccccc21 (stereo not drawn)	3.1	.	.	.	.	-0.4	2	.	4	.

Remaining list, next part:
SMILES	LMPTP block	MLLE-PAM2 inh	DNMT1 inh	NadD block	STEP inh	TbMetRS inhib	CSN inh	Rpn11 block	SUMO1 PPI mod	Scp-1 inhibitor
CCOc1ccc(C(=O)Nc2nnc(S(=O)(=O)N3CCCCC3)s2)cc1	-1.6	-33	2	4	0	-0.1	1	i	4	-7
Cc1ccc(-n2c(C)c([N+](=O)[O-])c3ccc(O)c(CN(C)C)c32)cc1	1.6	-4	-2	4	-2	0.2	0	i	-18	-8
CC1CCCN(C(=S)Nc2ccc3nc4n(c(=O)c3c2)CCCCC4)C1 (stereo not drawn)	-0.4	-87	0	-1	-2	0.2	0	i	-2	-4
O=C(Nc1ccccn1)c1ccc(Cl)c(S(=O)(=O)N2CCCC2)c1	-0.4	13	2	-4	0	-0.5	4	i	2	-3
CCOC(=O)C1=C(CN2CCCCCC2)NC(=O)NC1c1cccc([N+](=O)[O-])c1 (stereo not drawn)	0.6	-2	-3	-7	1	-0.5	6	i	-17	0
c1cc(-c2cc3cc4c(cc3cn2)OCO4)cs1	0.1	15	3	-3	0	-0.1	-5	i	-9	-2
Nc1ccc(C(=O)Nc2nc3ccccc3s2)cc1	-0.7	7	-4	0	0	-0.5	-1	i	2	60*
Cc1ccccc1OCc1nc(-c2ccc(NC(=O)c3ccco3)cc2)no1	0.8	-12	-5	-7	0	-1.5	-7	i	1	-17
CC(C)c1ccc(CNc2ccc([N+](=O)[O-])cn2)cc1	-0.6	-5	2	1	0	-1.5	4	i	-12	6
CN(C(=O)Cn1cnc2sccc2c1=O)C1CCCCC1	-0.6	-3	4	4	1	0.1	6	i	-1	-4
COc1ccc(C(C)(NC(C)=O)c2nc(-c3cnc4ccccc4c3)cs2)cc1 (stereo not drawn)	0.6	-11	-3	-7	0	0.3	0	i	-20	.
CC(C)(C)OC(=O)n1cccc1/C=C1\c2ccccc2C(=O)N1c1ccccc1	1.6	-60	-15	22	0	-1.9	13	+	0	-4
Oc1ccc(C[C@H]2CNC(=S)N2CC2CCCN2C[C@H](Cc2ccccc2)N2C[C@H](Cc3ccc(O)cc3)N(CCc3ccccc3)C2=S)cc1 (stereo partly drawn)	3.1	9	-30	53*	-2	0.1	4	i	11	30
O=C(CNC1CCCCCC1)Nc1ccc(S(=O)(=O)NC2CC2)cc1	0.1	-4	1	-3	0	0.3	3	i	0	-6
CC1(Cc2ccccc2OC(F)(F)F)C(=O)Nc2ccc(-c3ccsc3)cc21 (stereo not drawn)	2.4	4	-22	-8	-4	-0.1	-6	i	4	.
Cc1ccn(CCC(=O)Nc2ccc(-c3ccno3)cc2)n1	-1.4	4	2	2	1	-0.5	4	i	3	-9
[O-][n+]1c2c(c3c4non(O)c4ccc31)CCCC2	1.5	-3	-7	-2	-1	-0.3	-2	i	-17	-1
O=[N+]([O-])c1c(Nc2ccc(Br)cc2)ccc2nonc12	-1.8	2	1	-4	1	-1.0	-3	i	-17	-6
C#CCOCCOCCOCCNc1nc(N2CCN(C(=O)[C@H](C)n3cc(CCC(=O)O)nn3)CC2)nc(N2CCN(C(=O)[C@H](Cc3ccc(O)cc3)n3cc(CCO)nn3)CC2)n1	-1.8	-2	-1	4	0	-0.1	-6	i	5	2
O=C(COC(=O)c1ccccc1OCc1ccc(Cl)cc1)NC1CC1	0.2	0	26	-4	4	-0.1	1	i	0	-5
N#CCc1ccc(NC(=O)Nc2cccc3ccccc23)cc1	-0.3	6	-5	-6	2	-0.5	4	i	-4	-14
CCCCCc1ccc(-c2ccc(=O)[nH]n2)cc1	1.1	9	-7	-5	2	0.1	-2	i	-4	-8
Cc1ccc(NC(=O)Cn2cccc2C2=NC(c3ccccc3)CO2)c(C)c1 (stereo not drawn)	1.1	3	8	-4	-3	0.7	1	i	-4	-2
Cc1cccc(N(CC(=O)NCCC2=CCCCC2)S(C)(=O)=O)c1C	-1.3	-4	0	-6	-1	0.0	3	i	0	-8
Fc1cccc(Cl)c1Cn1nnc2c(N3CCC4(CC3)OCCO4)ncnc21	1.0	3	-7	7	-4	-0.3	-1	i	0	-4
Cc1cc(C)c[n+](-c2[nH]c(=O)sc2/C=N/NC([S-])=Nc2ccccc2)c1	-1.2	119	7	1	3	-0.1	-41	i	-20	-4
COc1ccc(C(=O)Nc2ccc(NC(=O)c3ccccn3)cn2)cc1	1.0	-5	-2	-13	2	-0.5	1	i	2	0
CCN(CC)S(=O)(=O)c1ccc(NC2CCCc3ccccc32)nc1 (stereo not drawn)	3.7	7	-9	-1	1	1.8	0	i	3	3
COC(=O)C(Cc1ccccc1)NC(=O)CCCC(=O)NCc1cccc(OC)c1 (stereo not drawn)	-1.0	-8	0	-3	-4	-0.2	-2	i	1	1

Screening results as filed in PubChem.
